CaV13 FRET inh – Primary screen for inhibitors of IQ motif and Ca2+-dependent inactivation inhibitor domain binding in CACNA1D, Förster resonance energy transfer in living cells, …; HEK cells, CFP/YFP FRET ICDI-IQ, plate reader, 10 min; percent FRET-ratio fall versus neutral wells; inhibition, % at 12.3 µM; 340,000 tested, 0.098% active; AID 743397;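 active means mean replicate inhibition of at least 30% and at least 1% of replicates passing that level; inconclusive means only one of the two criteria is met; inactive means neither criterion is met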;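 further: 0% = median of the neutral control wells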
MC4R antag cAMP – human MC4R antagonism in cAMP assay; P32245; MC4R-expressing cells, MTII-stimulated cAMP, LANCE TR-FRET; 360,000 tested, 0.48% active; inhibition, % at 6.5 µM;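 active means inhibition above its plate's cutoff, the mean of tested wells on that plate plus 3 SD, cut at about 29% in these data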;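 further: 0% = Melanotan II alone and 100% = Melanotan II plus saturating MCL0020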
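Material: U2OS-MC4R stable cell line | Reagent: Melanotan II challenge after compound preincubation | Doses: One concentration, 6.5 µM nominal | Incubation: 30-min compound preincubation, 1-h Melanotan II challenge, 1-h detection, room temperature | Signal: TR-FRET cAMP assay | Replicates: One well per compound, no replicates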
MC4R ag barr – activates human MC4R beta-arrestin recruitment | P32245 | U2OS MC4R beta-arrestin complementation, luminescence; percent of melanotan II response, DMSO zero | activation, % at 8.9 µM | 360,000 tested, 0.98% active | AID 540308;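 active means activation above a per-plate cutoff, the mean activation of sample wells on that plate plus 3 SD, cut at about 8% in these data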
Exocytosis inh – blocks lytic granule exocytosis; TALL-104 LAMP-1 surface exposure, flow cytometry; cells stimulated with thapsigargin and PMA; 360,000 tested, 0.66% active; inhibition, % at 10 µM; AID 651702;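 active means inhibition above about 55%, limit read from the data; inconclusive means no clear call, values can overlap the other calls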
H9c2 protect – modulators protecting cardiomyocytes from myocardial damage; H9c2 cardiomyocytes, H2O2 injury protection, ATPLite, 2 h; protection from H2O2 cell death, % at 20 µM; 360,000 tested, 0.63% active;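 active means compounds giving at least 50% protection of heart cells from peroxide-induced death in the single-dose screen, raw or plate-pattern-corrected value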;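 further: 0% = DMSO wells with peroxide and 100% = DMSO wells without peroxide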
PDI turbidity – blocks human protein disulfide isomerase activity; AID 588391; inhibition, % at 10 µM; PDI insulin aggregation turbidity, A650, 90 min; 350,000 tested, 0.052% active; P07237;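 active means mean inhibition across replicates of 30% or more, whatever share of single replicates reach that level; inconclusive means mean inhibition below 30% while every single replicate reaches 30%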;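 further: absorbance from insulin aggregation driven by PDI reduction with DTT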
Target sequence (P07237 whole entry, looked up): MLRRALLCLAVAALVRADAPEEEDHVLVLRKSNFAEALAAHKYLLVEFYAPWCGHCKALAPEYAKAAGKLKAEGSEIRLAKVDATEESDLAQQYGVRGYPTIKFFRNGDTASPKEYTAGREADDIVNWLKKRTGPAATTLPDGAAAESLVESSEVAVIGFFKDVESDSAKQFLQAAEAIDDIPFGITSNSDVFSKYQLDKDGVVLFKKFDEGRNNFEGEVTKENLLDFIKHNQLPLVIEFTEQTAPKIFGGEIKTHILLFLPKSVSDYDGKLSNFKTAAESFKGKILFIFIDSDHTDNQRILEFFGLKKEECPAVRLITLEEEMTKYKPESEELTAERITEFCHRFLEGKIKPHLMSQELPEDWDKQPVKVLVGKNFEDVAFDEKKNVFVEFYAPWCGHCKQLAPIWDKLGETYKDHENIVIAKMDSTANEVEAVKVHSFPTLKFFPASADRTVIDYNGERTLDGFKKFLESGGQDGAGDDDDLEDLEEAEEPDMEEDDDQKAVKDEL
N-glyco inh – N-linked glycosylation inhibition; D54 ERlucT glycosylation luciferase reporter, 24 h; percent of 100 nM tunicamycin response; reporter increase, % at 12.5 µM; 360,000 tested, 0.23% active; AID 588692;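 active means mean luciferase reporter signal, scaled so untreated is 0 and the glycosylation-blocking control 100, at or above a set limit in every replicate; inconclusive means mean reaches the limit but not every replicate does; inactive means mean below the limit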;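 further: luciferase carries N-glycosylation sites so blocking glycosylation raises the light; 0% = median of neutral control wells and 100% = median of 100 nM tunicamycin wells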
ABCB6 inh 2 – blocks the human ABCB6 transporter. Q9NP58. K562-ABCB6 porphyrin accumulation, flow cytometry, 1 h; hits give low values. fluorescence ratio to DMSO, % at 10 µM. 360,000 tested, 0.19% active;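 active means fluorescence ratio to DMSO below 75%, the collection mean minus 3 SD; inconclusive means too few cells collected in the well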;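 further: signal is porphyrin accumulated inside mitochondria; 100% equals median channel fluorescence of DMSO control wells; lower ratio means ABCB6 inhibition with less porphyrin fluorescence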
m5-HT2A agonist – activates the mouse 5-HT2A serotonin receptor | 360,000 tested, 0.66% active | activation, % at 7.6 µM | CHO-K1 mHTR2A beta-arrestin complementation, luminescence; percent of 30 µM serotonin response;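 active means activation above a run cutoff, the mean activation of all tested compounds plus 3 SD, cut at about 14% in these data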;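 further: 0% = plate median of compound wells and 100% = 30 µM serotonin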
Target sequence (P35363 whole entry, looked up): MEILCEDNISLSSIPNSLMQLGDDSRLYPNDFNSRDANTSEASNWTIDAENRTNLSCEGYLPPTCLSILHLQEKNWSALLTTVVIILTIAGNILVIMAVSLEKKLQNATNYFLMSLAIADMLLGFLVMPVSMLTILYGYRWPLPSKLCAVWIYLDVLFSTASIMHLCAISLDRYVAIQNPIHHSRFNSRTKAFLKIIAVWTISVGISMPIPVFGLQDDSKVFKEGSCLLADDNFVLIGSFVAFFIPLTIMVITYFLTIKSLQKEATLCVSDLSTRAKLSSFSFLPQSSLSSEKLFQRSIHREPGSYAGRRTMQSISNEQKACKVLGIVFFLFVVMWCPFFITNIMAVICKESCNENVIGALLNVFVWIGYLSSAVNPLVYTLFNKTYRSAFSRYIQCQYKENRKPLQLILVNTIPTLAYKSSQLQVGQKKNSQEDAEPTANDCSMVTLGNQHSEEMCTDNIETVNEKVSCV
ABHD5 PLIN5 PPI – blocks binding of human ABHD5 to perilipin-5. Q00G26+Q8WTS1. Split G. princeps luciferase complementation, luminescence, 4 h. 360,000 tested, 0.78% active. AID 602281. inhibition, % at 4 µM;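 active means inhibition above the mean inhibition across every tested compound plus 3 SD, cut at about 22% in these data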;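 further: 0% = DMSO only wells and the 100% control is not disclosed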
An asterisk follows results filed as active; i = inactive; ? = inconclusive; nt = not tested or not shown.

SMILES	CaV13 FRET inh	MC4R antag cAMP	MC4R ag barr	Exocytosis inh	H9c2 protect	PDI turbidity	N-glyco inh	ABCB6 inh 2	m5-HT2A agonist	ABHD5 PLIN5 PPI
CCc1ccc(NC(=O)CN(C(=O)N2CCN(CC)CC2)S(=O)(=O)c2ccc(C)cc2)cc1	-6	3	-2.6	1	1	20	2	96	-1	9
COc1ccc2[nH]c3c(NCCCOC(C)C)ncnc3c2c1	-10	1	-0.8	-1	-11	2	-8	92	1	-8
Cc1ccc(N2C(=O)c3ccccc3C(C)(C)C2=O)cc1	-1	7	-1.0	-2	-2	7	0	98	14	-1
O=C(CSc1nc(-c2ccccc2)c(-c2ccccc2)o1)NCCCO	-5	4	0.6	13	-4	0	1	98	0	13
COc1cccc(CC(NC(C)=O)C(=O)NC2CCN(c3c(Cc4ccccc4)c(C)nc4ncnn34)CC2)c1OC (configuration not stated)	-3	4	-1.9	2	23	-4	1	83	-2	-5
Cn1cccc1C(=O)OCc1csc(-c2ccccc2)n1	nt	4	-1.8	-6	-26	2	-15	98	-2	-9
CC(=O)C1=C(C)Nc2ncnn2C1c1ccc(Cl)cc1Cl (configuration not stated)	nt	18	0.4	2	-11	4	-1	94	5	6
COc1ccc(S(=O)(=O)N(CC(=O)N2CCN(c3ccccc3OC)CC2)c2ccccc2)cc1	nt	15	1.3	2	-4	0	-3	91	-3	8
Cc1nn(-c2ccccc2[N+](=O)[O-])c(=O)c2ccccc12	-4	4	-1.6	-1	-5	-2	3	99	-2	-3
CN1CCN(C(=S)Nc2ccc(Cl)c(Cl)c2)CC1	-5	8	1.1	6	0	6	1	99	-2	1
Cc1cc(NC(=O)C23CCC(C)(C(=O)O2)C3(C)C)no1 (configuration not stated)	-6	4	-0.6	-2	5	-3	-1	97	6	-13
Cc1cc(Cl)ccc1OCC(=O)OCC(=O)NC1CCCC1	-20	7	-3.3	-5	0	-24	0	93	16*	1
COc1ccc(-c2csc(C(O)(c3ccccc3)C(F)(F)F)n2)cn1 (configuration not stated)	-5	-4	4.5	1	-9	3	-1	98	1	-5
O=C1N[C@@H](c2ccccc2)COC(=O)[C@@H](Cc2ccc(F)cc2)CC/C=C/C[C@H]1CC(=O)N(CCO)Cc1ccccc1	-19	7	0.6	-4	42	-2	-2	98	1	4
O=C(Nc1ccc(C(=O)O)cc1)/C(=C\c1ccc(F)cc1)NC(=O)c1ccco1	-4	9	-0.7	-11	-1	-7	3	103	-4	3
Cc1cc(C)n2ncc(/C(N)=N/OC(=O)Nc3ccc(Cl)cc3)c2n1	-21	10	-0.4	6	5	6	1	98	-5	8
CCN1C(=O)[C@H]2[C@@H](c3ccc(-c4cccc(Cl)c4)c(OC)c3)N[C@@](C)(C(=O)OC)[C@H]2C1=O	-10	11	0.5	-6	-1	-1	1	94	2	-5
COc1ccc(-n2c(SCC(=O)N(C)c3ccccc3)nc3c([nH]c4ccccc43)c2=O)cc1OC	nt	8	0.3	-3	3	-4	9	98	-1	-3
CN(C)CCCn1c(SCC(=O)Nc2nc(-c3cccc(Br)c3)cs2)nc2ccccc2c1=O	-16	8	6.8	44	-28	-1	-9	95	-4	20
CC[n+]1ccc(/C=C/c2ccc(N(C)C)cc2)c2ccccc21	-6	-26	-7.8	-6	-40	-5	?	i	-14	28*
O=C(CSc1nc2ccccc2s1)Nc1ncccn1	-4	0	-1.7	1	2	1	3	92	0	-3
C[C@@H]1CCC2[C@](C)(CO)[C@@H](O)CC[C@]2(C)[C@@]12C[C@](CO)(CC(=O)O)CO2 (some centres not stated)	-21	5	-0.1	-2	3	-10	0	97	0	-6
COc1cc(S(=O)(=O)N2CCCCC2)ccc1NC(=O)c1ccc(F)cc1	-3	1	-1.2	2	4	5	-3	94	2	1
COc1ccc(/C=C(/CC(=O)Nc2ccc(C)cc2)c2nc3ccccc3s2)cc1	-4	8	-1.4	1	4	6	-2	99	-2	-8
CCCc1sc(N)nc1-c1ccc(Cl)cc1	-4	-2	-0.4	-4	-10	3	3	99	-1	-7
COc1ccc(C(=O)Nc2cccc(/C(C)=N\NC(=O)c3ccoc3C)c2)cc1OC	nt	-4	-1.1	-1	19	-5	1	103	-4	-2
CC1(OC(=O)C2CCCC2)C(=O)C=C2C=C(c3ccsc3)N(CCc3ccccn3)C=C2C1=O (configuration not stated)	-3	1	-1.9	28	6	1	-4	99	-3	-10
CC1CCCCN1C(=O)c1c([N+](=O)[O-])cnn1C (configuration not stated)	-6	6	-2.1	2	-4	-6	1	92	-1	-6
CCc1cccc(C)c1NC(=O)COC(=O)C1CCN(S(=O)(=O)c2ccccc2)CC1	-6	3	-4.3	-10	1	3	0	99	4	4
CCCS(=O)(=O)Nc1ccc2cn[nH]c2c1	-3	-2	-1.9	-7	2	-4	-1	101	11	2
O=C(CNC(=O)N1CC(=O)Nc2ccccc21)Nc1cccc(F)c1	-13	14	-2.8	10	3	-5	6	103	0	-3
COc1ccc(C2CC(c3cccs3)=NN2C(=S)Nc2ccccc2)cc1OC (configuration not stated)	-5	-1	-2.0	2	5	5	-2	100	-2	4
CCOc1ccc(CNC(c2ccccc2)c2ccccc2)cc1	-2	17	0.8	2	-1	-5	-3	102	1	-7
CCOC(=O)c1nnc(-c2ccc(C)cc2)nc1Sc1cccc(Cl)c1	-2	-2	1.4	2	-11	2	0	98	4	2
OC(c1ccc(Cl)c(Cl)c1)c1ncc(-c2ccccc2C(F)(F)F)[nH]1 (configuration not stated)	-4	10	1.4	0	-8	8	1	97	0	-10
CCCC(c1nnnn1C(C)(C)CC)N1CCN(C2CCCC2)CC1 (configuration not stated)	-4	4	-0.4	-3	2	4	-1	96	-1	0
COc1ccc(S(=O)(=O)N2CCC(C(=O)N(CC(C)C)C3CCS(=O)(=O)C3)CC2)cc1OC (configuration not stated)	-6	-4	-3.0	-8	-3	0	-1	96	4	-1
Cc1cc(C(=O)N/N=C/c2c(C)n(C)c3ccccc23)n[nH]1	3	-8	2.2	17	34	-1	1	103	-1	0
C[C@@H]1CN([C@@H](C)CO)S(=O)(=O)c2ccc(C#CC(C)(C)O)cc2O[C@H]1CN(C)C(=O)C1CCCCC1	-11	7	-0.2	-12	16	7	2	98	1	5
C/C(=N\NC(=S)NC(C)C)c1ccc(-n2ccnc2)cc1	0	0	-1.1	-3	6	5	-2	100	-6	-4
CC(=O)Nc1ccc(Nc2ccc3c4c(cc(=O)n3C)-c3ccccc3C(=O)c24)cc1	2	2	-3.6	-1	40	-6	21	92	3	2
COc1ccc(CNC(=S)Nc2cc(OC)ccc2OC)cc1	-19	-4	1.4	0	4	-2	2	97	2	-2
CC1CCCN(C2(O)C(=O)Nc3ccc(Br)cc32)C1 (configuration not stated)	-2	10	-1.4	17	-3	0	1	91	0	0
C=CCn1c(=O)c2ccccc2n2c(SCc3nnc(-c4ccccc4Br)o3)nnc12	-5	8	-0.6	0	10	-2	3	99	8	1
Cc1noc(C)c1C(=O)NC(C)C1CCCO1 (configuration not stated)	-9	14	0.1	2	-2	-1	1	101	0	0
O=[N+]([O-])c1ccc2nc(-c3ccc(Cl)cc3)[nH]c2c1	-3	15	-0.1	51	-34	-4	-8	110	-2	-2
Cc1ccc(C)c(NC(=O)C2CCCN(c3cnccn3)C2)c1 (configuration not stated)	-2	-1	-0.4	-1	15	-2	0	92	-4	1
C=CCNC(=O)COc1ccc(S(=O)(=O)N2CCCC2)cc1	6	-1	-0.7	1	3	3	0	99	3	-4
COc1ccc(NC(=O)N(Cc2cccnc2)Cc2ccccc2Cl)c(OC)c1	nt	4	-0.4	5	3	11	-2	97	3	8
COc1ccc(NC(=O)COC(=O)C2CC(=O)N(c3ccc(OC(C)C)cc3)C2)cc1 (configuration not stated)	-2	22	-1.2	-10	5	-5	2	99	11	4

Going on with the list:
SMILES	CaV13 FRET inh	MC4R antag cAMP	MC4R ag barr	Exocytosis inh	H9c2 protect	PDI turbidity	N-glyco inh	ABCB6 inh 2	m5-HT2A agonist	ABHD5 PLIN5 PPI
COc1cccc(NC(=O)NNC(=O)CCc2ccc(O)c(O)c2)c1	-7	-5	-1.9	8	-2	-8	0	104	3	-1
O=S(=O)(NCCc1ccccc1)c1ccc(-n2cnnn2)cc1	-3	2	0.3	-4	-5	-3	-1	91	11	-3
COc1ccc(N2CCN(C(c3ccc4ncccc4c3)c3nnnn3C(C)(C)C)CC2)cc1 (configuration not stated)	-2	0	-2.4	-4	-8	0	-3	98	-5	1
COc1ccc(/C=C(\C#N)C(=O)NCC2CCCO2)cc1OC (configuration not stated)	-6	3	-0.6	2	2	0	0	96	-1	4
O=C(CSc1nc(-c2cccs2)cc(C(F)(F)F)n1)Nc1cc(OCC(F)(F)C(F)F)cc([N+](=O)[O-])c1	-5	14	-0.3	5	-4	3	-7	97	2	-3
CC1=C(C(=O)N(C(C)C)C(C)C)CC(CC(=O)NCc2ccco2)C(=O)N1Cc1ccc(F)cc1 (configuration not stated)	-4	nt	nt	-1	3	nt	3	105	1	-5
CCOC(=O)C1CCCN(C(=O)c2ccc(C)c(NC(=O)C3=C(C)OCCS3)c2)C1 (configuration not stated)	-3	0	-1.9	2	2	-8	-1	100	0	10
CCN(CC)C(=O)C1CCCN(c2ccc([N+](=O)[O-])cc2/C=N/NC(=O)c2ccc([N+](=O)[O-])cc2)C1 (configuration not stated)	-4	4	-0.4	-5	16	9	-1	91	4	0
CCOc1ccc(C(=O)NC2CCCCCCC2)cc1	-5	7	-1.3	0	-9	1	-10	101	-1	1
CCCc1cc(=O)[nH]c(SCC(=O)N2CCN(S(=O)(=O)c3ccc(C)cc3)C2)n1	-9	6	0.7	-8	-11	-2	2	101	-1	-7
S=C(NCC(c1cccnc1)N1CCOCC1)NC1CCCCC1 (configuration not stated)	7	7	-1.1	-1	3	9	2	100	-1	0
Cc1cc(OC(=O)c2ccccc2C(F)(F)F)c([N+](=O)[O-])c(=O)[nH]1	-5	-4	-1.4	0	3	5	2	103	-1	-10
CCOC(=O)C1=CCN(S(=O)(=O)c2ccc(F)cc2)C1c1ccc(F)cc1 (configuration not stated)	-9	nt	nt	6	nt	nt	nt	nt	-1	-3
Cc1cccc(NC(=O)Cn2cnc3sc(C)c(S(=O)(=O)N4CCC(C)CC4)c3c2=O)n1	nt	1	-0.7	1	13	-1	0	91	9	1

Screening data as filed in PubChem BioAssay.
